Screening results (PubChem BioAssay)
Coupling enz: qHTS Assay for Inhibitors of Fructose-1,6-bisphosphate Aldolase from Giardia Lamblia: Coupling assay counterscreen; coupling enzyme system counterscreen, AmpLite Red fluorescence; activity change, negative = inhibition, % at 58.2 µM, hits read low; 290,000 compounds, 0.67% hits; in the data active means activity change below about -30%
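Compounds tested against the coupling enzymes alone at 57.5 uM final; readout was AmpLite Red fluorescence (525/598 nm) after 20 min at RT.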
USP2a block: qHTS Assay for Inhibitors of Ubiquitin-specific Protease USP2a Using CHOP2 as the Reporter. Ubiquitin carboxyl-terminal hydrolase 2 (Homo sapiens), O75604. Potency, µM (top dose mostly 38.3 µM), for inactives: top-dose activity change, negative = inhibition, actives largely listed as inhibitors. 330,000 compounds, 0.01% hits. USP2 core, Ub-CHOP2 coupled fluorogenic reporter, 485/531. AID 463254, 2010;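 further: potency means the concentration at half of the fitted maximal effect; plate controls were DMSO wells for no effect and full inhibition by NEM control for full effect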
Target sequence (O75604 whole entry, looked up): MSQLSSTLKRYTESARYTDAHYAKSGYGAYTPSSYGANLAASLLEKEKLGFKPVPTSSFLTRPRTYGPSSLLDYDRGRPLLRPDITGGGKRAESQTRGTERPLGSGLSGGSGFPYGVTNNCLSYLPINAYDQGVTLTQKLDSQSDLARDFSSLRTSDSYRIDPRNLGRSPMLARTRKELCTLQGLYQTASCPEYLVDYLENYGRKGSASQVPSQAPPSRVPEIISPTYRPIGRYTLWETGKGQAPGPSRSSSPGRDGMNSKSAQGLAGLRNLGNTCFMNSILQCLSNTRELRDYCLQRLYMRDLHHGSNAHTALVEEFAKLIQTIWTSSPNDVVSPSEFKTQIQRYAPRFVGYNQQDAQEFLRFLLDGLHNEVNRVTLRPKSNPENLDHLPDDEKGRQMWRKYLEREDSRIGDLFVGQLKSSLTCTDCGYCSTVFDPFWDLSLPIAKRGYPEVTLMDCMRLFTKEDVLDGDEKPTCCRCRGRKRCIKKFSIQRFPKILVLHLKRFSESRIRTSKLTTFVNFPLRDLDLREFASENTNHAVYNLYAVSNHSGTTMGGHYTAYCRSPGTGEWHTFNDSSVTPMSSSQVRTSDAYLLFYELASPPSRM
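Deubiquitinase activity read as fluorescence (485/531 nm) after Ub-CHOP2 cleavage activates the enterokinase reporter on its substrate; USP2 core 10nM, Ub-CHOP2 and substrate 25nM each, 30min compound preincubation then 60min RT; data normalized to NEM, curves fitted.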
Giardia kill: Small Molecules that selectively kill Giardia lamblia: qHTS; 340,000 compounds, 0.15% hits; AID 540267, 2011; activity change, % at 7.66 µM, hits read low; Giardia lamblia trophozoite viability; in the data active means activity change below about -80%; inconclusive means between about -30% and that limit;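 further: parasites exposed to compound for two days anaerobically before the ATP read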
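Compounds were tested on trophozoites seeded at 100 cells/well and held 48 hrs at 37 deg C anaerobically. An ATP-based luminescent kit measured the remaining live cells.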
B2AR arrestin: qHTS assay of beta-arrestin-biased ligands of beta2-adrenergic receptor | 330,000 compounds, 0.02% hits | Potency, µM (highest dose often 46.1 µM), for inactives: at the top dose activation, most hits filed as activators | AID 492947, 2010 | beta-arrestin recruitment to beta2AR, cell-based reporter | Beta-2 adrenergic receptor (Homo sapiens), P07550;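 further: potency means the concentration at half of the fitted maximal effect; 0% = DMSO controls and full agonism = EC100 isoproterenol or metaproterenol; nearly all actives have a fitted effect of over 65% in size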
Target sequence (P07550 whole entry, looked up): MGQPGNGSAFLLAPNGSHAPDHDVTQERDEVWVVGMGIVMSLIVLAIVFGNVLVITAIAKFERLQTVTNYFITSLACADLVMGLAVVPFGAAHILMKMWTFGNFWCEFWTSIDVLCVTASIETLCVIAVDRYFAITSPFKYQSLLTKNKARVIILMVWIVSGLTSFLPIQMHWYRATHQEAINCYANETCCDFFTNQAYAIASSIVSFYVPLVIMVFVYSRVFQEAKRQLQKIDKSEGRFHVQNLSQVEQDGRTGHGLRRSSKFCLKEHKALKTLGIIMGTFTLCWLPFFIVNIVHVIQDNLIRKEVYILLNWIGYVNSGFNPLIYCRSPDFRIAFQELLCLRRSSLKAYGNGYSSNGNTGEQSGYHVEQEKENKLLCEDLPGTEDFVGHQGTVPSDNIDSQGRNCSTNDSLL
uPA generation: qHTS for Inhibitors of Cell Surface uPA Generation. cell surface uPA generation assay, qHTS. Potency, µM (highest dose often 38.3 µM), without a hit: top-dose activity change, negative = inhibition, most hits filed as inhibitors. 330,000 compounds, 0.31% hits; active means well fitted inhibition curve with a large enough effect; inconclusive means small, poorly fitted or top-dose-only effect; inactive means no such curve, though single readings can be large or run the other way; tested in mouse RAW 264.7 cells; further: potency means the concentration at half of the fitted maximal effect; nearly all actives have a fitted effect of over 55% in size
KCNH2 WT inh: qHTS for Inhibitors of KCHN2 3.1: Wildtype qHTS. Voltage-gated inwardly rectifying potassium channel KCNH2 (Homo sapiens), Q12809. U2OS, BacMam KCNH2, thallium flux FluxOr; active compounds read low. activity change, % at 1.84 µM. 340,000 compounds, 0.37% hits;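 active means maximum activity change below -70%; inconclusive means maximum activity change between -70% and -50%; inactive means maximum activity change above -50%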
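U2OS cells were transduced with wild-type KCNH2 virus (2.03 x 10^8 / mL) for 4 h at room temperature, then cultured overnight at 37 C. Thallium flux was read with FluxOr dye. Rate constants were normalized to DMSO controls.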
Eya2 phos inh: qHTS Assay for Inhibitors of the Phosphatase Activity of Eya2. 330,000 compounds, 0.006% hits. recombinant Eya2, OMFP fluorescence dephosphorylation (OMFP is methylfluorescein phosphate). Protein phosphatase EYA2 (Homo sapiens), O00167. Potency, µM (doses to about 76.9 µM), for the others: at the highest dose activity, negative = inhibition, most hits filed as inhibitors. AID 488837, 2010; further: potency means the concentration at half of the fitted maximal effect
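Eya2 protein (added as 0.2 uM solution) was preincubated with compound for 10 min at ambient temperature in 50 mM HEPES pH 7.5, 50 mM NaCl, 5 uM MgCl2, 0.05% BSA, 1 mM DTT. OMFP (added at 50 uM) then reacted 10 min; fluorescence read at 485/525 nm.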
KCNH2 3.1 inh: qHTS for Inhibitors of KCHN2 3.1: Mutant qHTS; Potassium voltage-gated channel subfamily H member 2, brain isoform KCNH2 3.1 (human); 340,000 compounds, 0.95% hits; activity change, % (tested at about 1.8 µM); U2OS KCNH2 3.1, thallium flux FluxOr; active compounds read low;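 active means maximum activity change below -70%; inconclusive means maximum activity change from -70% to -50%; inactive means maximum activity change above -50%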;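 further: thallium influx rate constant from kinetic fluorescence after stimulation buffer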
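U2OS cells transduced with KCNH2 3.1 mutant virus (1.77 x 10^8 /mL, 4 h), plated overnight at 37 C, loaded 45 min with FluxOr dye plus Red40 quencher. Thallium flux rate constant from kinetic reads after stimulation buffer, normalised to controls.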
GALK inhibitor: qHTS Assay for Inhibitors of Human Galactokinase (GALK) | AID 1868, 2009 | 270,000 compounds, 0.007% hits | Potency, µM (doses to about 57.5 µM), without a hit: at the top dose activity change, negative = inhibition, hits mostly inhibitors | Purified GALK, Kinase-Glo residual ATP luminescence; further: potency means the concentration at half of the fitted maximal effect
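The enzyme phosphorylates galactose (100 uM) using ATP (35 uM); inhibition is detected as higher residual ATP, quantified by bioluminescence after 1 h reaction at room temperature, pH 8.0.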
PKM2 act: qHTS Assay for Activators of Human Muscle isoform 2 Pyruvate Kinase | Pyruvate kinase PKM (Homo sapiens), P14618 | purified PKM2, Kinase-Glo ATP luminescence, activation; response scale: 0% is enzyme alone, no compound | Potency, µM (series often up to 57.5 µM), inactives show top-dose activation, hits mostly activators | 260,000 compounds, 0.34% hits; further: potency means the concentration at half of the fitted maximal effect; nearly all actives have a fitted effect of over 55% in size
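Purified hPK-M2 (>95%) run at intermediate activity with 0.1 mM ADP and 0.5 mM PEP in 50 mM imidazole pH 7.2, KCl, MgCl2; 1 h room temperature. ATP formed read by Kinase-Glo luminescence; normalized to uninhibited and no-enzyme controls.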
Chronic BCR inh: qHTS Assay to Find Inhibitors of Chronic Active B-Cell Receptor Signaling | ABC-DLBCL IkBa-CBG/CBR reporter, luminescence ratio, 4 h | Potency, µM (series often up to 46.1 µM), for the others: at the top dose ratio change, negative = lower green/red ratio, usual class: inhibitors | 340,000 compounds, 0.05% hits | AID 493014, 2011; active means well fitted inhibition curve with a large enough effect in the signal ratio, with a control signal flat, not every such curve was filed as active; inconclusive means small, poorly fitted or top-dose-only effect, or effect the other way, or a change in a side signal; the % refers to the signal ratio;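 further: potency means the concentration at half of the fitted maximal effect; plate controls were basal doxycycline-induced cells for no effect and cells given 10 µM MG132 for full effect; MG132 reads +100%, hits lower the ratio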
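Cell line TMD8 (human ABC DLBCL), stably expressing tet-inducible CBG68-IkBa fusion and CBR; IMDM/0.5% FBS; cpd up to 46 uM; dox induction, 4 h, 37C/5% CO2; dual luminescence; green/red ratio; MG132 control.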
An asterisk follows results filed as active; ? = inconclusive; . = not tested or not shown. Unless noted, the call rests on the fitted dose curve; in most records, active means well fitted curve in the direction sought with a large enough effect; inconclusive means small, poorly fitted or top-dose-only effect, or another doubt; inactive means no such curve, though single readings can be large; an effect the other way counts as inactive or inconclusive. Unless noted, on the % scale 0 is the no-effect control and ±100 the full control effect. Not a hit list; about 2.4% have a hit in one of these screens.

SMILES	Coupling enz	USP2a block	Giardia kill	B2AR arrestin	uPA generation	KCNH2 WT inh	Eya2 phos inh	KCNH2 3.1 inh	GALK inhibitor	PKM2 act	Chronic BCR inh
NS(=O)(=O)c1cccc(NC(=O)COC(=O)CCc2ccccc2)c1	0.6	3.1%	10.7	-0.3%	4.5%	-5.4	-2.5%	-1.6	0.6%	.	2.5%
NC(=O)C1CCN(C(=O)CCCCCn2c(=O)[nH]c3ccsc3c2=O)CC1	2.1	-0.6%	0.4	-0.2%	-1.1%	-5.2	3.6%	-2.7	0.5%	-4.5%	-18.0%
CC(C)N(C(=O)[C@H]1C[C@H](CC(=O)NCc2ccco2)C(=O)N2CCc3c([nH]c4cc(-c5ccco5)ccc34)[C@]12C)C(C)C	.	-10.5%	-0.1	3.0%	?	-7.6	0.4%	0.3	.	.	?
CC1CN(C(=O)c2ccncc2)CC(C)O1 (stereo not given)	-3.8	1.5%	7.8	0.1%	.	6.0	-12.4%	12.2	3.1%	-20.9%	-3.9%
COc1ccc(CN2CCCC2C(=O)Nc2ccc(OC)c(OC)c2)cc1OC (stereo not given)	0.5	1.1%	15.1	-0.8%	-0.4%	6.2	-14.2%	11.1	0.9%	1.7%	-3.0%
c1cn2cc(-c3ccc4c(c3)OCO4)nc2s1	-0.6	0.2%	-23.2	-0.1%	-9.8%	-4.5	-30.1%	-1.2	1.3%	-16.1%	-17.5%
O=C1NC(c2cn(-c3ccccc3)nc2-c2cccs2)C(C(=O)c2cccnc2)C(O)(C(F)(F)F)N1 (stereo not given)	6.0	2.6%	-12.8	-0.1%	0.7%	-8.2	7.9%	3.2	2.1%	11.3%	4.2%
Cc1ccc(C(=O)NNC(=O)C2CCN(Cc3ccc(Cl)c(Cl)c3)CC2)cc1	-1.0	-2.2%	7.4	-0.3%	3.0%	1.4	-3.9%	-9.5	0.8%	3.2%	1.0%
Cc1ccccc1NC(=O)/C=C/c1cccc(C(F)(F)F)c1	-0.9	-6.0%	1.5	0.5%	-5.5%	-7.8	-8.7%	2.8	-1.2%	-7.5%	?
CS(=O)(=O)N(CC(=O)NCCSCc1c(F)cccc1Cl)c1ccc2c(c1)OCO2	-6.8	-3.7%	5.5	-0.9%	-0.1%	-4.0	2.7%	-2.0	1.9%	-13.2%	?
CCOc1ccc2nc(Cl)c(C3CC(c4ccco4)=NN3S(=O)(=O)c3ccccc3)cc2c1 (stereo not given)	-4.6	4.7%	-1.8	-0.3%	1.3%	-32.3	-8.6%	-70.9*	2.5%	11.9%	0.9%
CCOc1cc(/C=C/c2cccc[n+]2C)ccc1OCC(=O)Nc1ccc(C)cc1	-1.4	0.0%	-6.6	-0.1%	-1.8%	-2.1	-8.0%	-25.0	-1.6%	.	-1.5%
CCOC(=O)CCc1c(C)n(CC)c2cc(-c3ccccc3OC)nn2c1=O	-0.2	5.4%	-8.5	0.0%	1.3%	-18.9	6.6%	-2.1	3.8%	3.5%	-13.7%
COc1ccc(NC(=O)CCNS(=O)(=O)c2ccc3c(c2)c(=O)n(C)c(=O)n3C)c(OC)c1	-0.2	2.4%	4.6	-0.4%	-4.7%	-0.6	-1.0%	7.1	.	9.8%	0.8%
COc1ccccc1NC(=O)Nc1ccc2c(c1)CCC2	.	1.7%	-3.7	0.2%	?	-16.4	-12.4%	-0.9	-2.4%	-2.6%	?
COC(CNC(=O)C1CCCN(S(=O)(=O)c2c(C)noc2/C=C/c2cccs2)C1)OC (stereo not given)	-2.6	1.7%	0.6	-0.1%	?	-9.6	2.9%	5.9	-1.0%	-5.8%	3.1%
O=C(CCCC(=O)c1ccccc1)Nc1ccc(F)cc1	-0.5	4.0%	-6.3	0.0%	9.1%	7.8	12.9%	-5.7	0.4%	.	2.7%
COc1ccc(CNCCCSc2ncccn2)cc1OC	0.6	2.1%	1.2	-0.1%	-9.5%	7.6	10.7%	3.2	0.3%	-5.5%	-0.3%
Cc1cccc(C)c1OCc1cc(C(=O)NCC2CCCCC2)no1	.	-9.4%	-15.0	0.1%	0.7%	0.7	0.4%	4.0	-6.4%	.	-0.3%
Cc1cc(NC(=O)CSc2nnc(-c3cccnc3)n2C2CCCCC2C)no1 (stereo not given)	2.8	0.3%	4.3	0.0%	1.7%	18.4	-12.1%	8.8	2.1%	-1.5%	3.0%
CCCCNc1c(-c2ccc(OC)c(SC3CCCCC3)c2)nc2cc(C)ccn12	.	-11.1%	7.6	-0.9%	?	2.5	-25.2%	?	.	.	?
Cc1ccc(C(=O)NNC(=O)c2ccncc2)cc1[N+](=O)[O-]	.	1.3%	16.1	-0.3%	14.6%	4.8	14.3%	0.7	.	.	?
O=C(NC1CCCCCCC1)c1ccc(S(=O)(=O)N2CCCC2)cc1	1.6	0.5%	-11.0	0.1%	2.2%	28.4	6.0%	.	2.5%	-2.3%	-2.6%
CCN(CC)CCNCc1ccc(Br)cc1OCC(=O)NCc1ccccc1	-0.2	1.4%	-0.4	0.1%	-17.8%	56.8	-19.6%	-45.1	0.9%	1.4%	-12.1%
COc1cc2ccccc2cc1C(=O)NCC(c1cccs1)N(C)C (stereo not given)	0.2	-13.3%	-15.5	-0.2%	-6.1%	8.0	-21.6%	-4.1	-1.2%	0.6%	-0.1%
O=C(CN(C(=O)c1csnn1)c1ccccc1)NCc1ccc2c(c1)OCO2	1.1	0.9%	-6.1	0.5%	-5.3%	16.3	-13.8%	-26.2	6.6%	.	0.6%
CCOC(=O)c1oc2ccc(OC)cc2c1NC(=O)CN1CCN(C)CC1	0.4	0.4%	13.2	-0.8%	2.1%	-8.1	5.6%	-2.3	-2.0%	-5.6%	-8.0%
Cc1cccc(-n2ncc3c2CCCC3NC(=O)Cn2cccn2)c1C (stereo not given)	.	1.1%	0.9	-0.8%	1.1%	-2.5	1.7%	0.1	-2.6%	-2.2%	2.4%
O=C(NNS(=O)(=O)c1ccc([N+](=O)[O-])cc1)c1cnn(-c2ccccc2)c1-n1cccc1	8.5	1.9%	8.4	-0.5%	2.5%	-6.7	-5.2%	-5.7	-3.2%	0.0%	23.1%
CCn1c(SCC(=O)Nc2nc3ccccc3s2)nnc1-c1ccc(Br)cc1	2.9	-5.6%	7.3	0.3%	-1.5%	2.5	14.3%	-14.4	1.6%	-4.9%	-5.8%
CCCc1cc(=O)n2[nH]c(-c3ccco3)nc2n1	-0.3	1.5%	-8.0	-0.6%	.	2.6	-27.0%	-1.7	0.1%	-11.7%	?
CC1CCN(S(=O)(=O)c2cccc(C(=O)NCc3ccco3)c2)CC1	2.3	3.1%	-8.9	-0.5%	1.8%	1.3	6.0%	-2.0	-1.4%	5.9%	0.7%
CN1CCN(CC(O)COc2ccc(OCC(O)CN3CCN(C)CC3)cc2)CC1 (stereo not given)	-0.8	1.9%	7.8	0.1%	3.8%	1.1	-15.7%	3.4	0.8%	-0.9%	-13.6%
Cc1ccc(C(=O)N2NC(c3ccccc3F)C3C(=O)N(c4cccc(C)c4)C(=O)C32)cc1 (stereo not given)	0.8	1.0%	-20.6	5.7%	-83.0%	-2.8	1.3%	-22.3	.	2.5%	2.0%
Cc1ccc(S(=O)(=O)NC(N)=NCCc2ccc(Cl)cc2)cc1	0.0	-1.5%	-15.8	-0.5%	3.2%	1.0	-5.8%	3.9	-0.7%	2.6%	-0.3%
COc1ccc(-n2c(SCC(=O)Nc3cccc(S(N)(=O)=O)c3)nc3ccccc3c2=O)cc1OC	-0.8	0.6%	-19.8	11.3%	8.0%	-10.0	?	15.0	8.5%	0.1%	-15.8%
COc1ccccc1/C=C1/SC(=S)N(C(C)C(=O)NC2C=CS(=O)(=O)C2)C1=O (stereo not given)	.	0.2%	-2.3	2.6%	13.3%	-17.4	-2.5%	-4.9	-7.2%	.	?
COC(=O)[C@H]1C[C@@H](c2ccccc2)[C@H](C)C1(C)C	.	0.3%	-2.2	-0.2%	-3.9%	-4.1	6.2%	7.2	.	.	2.3%
COc1ccc(Cl)cc1NC(=O)CSc1nnc(-c2ccncc2)n1CC1CCCO1 (stereo not given)	3.2	-24.8%	8.3	-0.1%	-3.7%	11.7	-4.8%	-5.1	1.4%	2.2%	-3.8%
Cc1ccn(S(=O)(=O)c2ccc(C(C)(C)C)cc2)n1	3.3	.	-9.9	.	2.2%	4.6	.	12.2	3.2%	16.0%	.
